RTF Ca sens act: cardiac RTF calcium sensitivity activators, primary screen, biochemical, IANBD-TnC fluorescence, EC20 calcium; actives 0.24% (n = 340,000); activation, % at 7.2 µM; Troponin I, cardiac muscle (Homo sapiens) + Troponin T, cardiac muscle (Homo sapiens) + …; IANBD-labeled TnC RTF fluorescence at EC20 calcium; 0% EC20 calcium, 100% full calcium;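 active = activation above the mean over all tested compounds plus 3 SD, cut at about 30% in these data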;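 also: rise in fluorescence read as greater calcium sensitivity of cardiac thin filaments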
V-ATPase pHluor: regulators of yeast V-ATPase proton pumping, primary screen, pHLuorin cytosolic pH fluorescence | AID 504577, 2011 | response, % at 10 µM | actives 0.37% (n = 350,000) | S. cerevisiae; in the data active = response mostly above about 7.3%, no sharp cut-off; inactive = mostly below about 5.4%; also: actives read high; inactives centre near 0; some compounds called inactive have numbers as strong as hits; reference of the scale not given here
C-LANA FP: inhibitors of KSHV C-LANA binding to DNA, primary screen, biochemical, fluorescence polarization, FAM-LBS DNA, MBP-C-LANA, single point; actives 0.078% (n = 340,000); Kaposi's sarcoma herpesvirus LANA C-terminal domain (residues 932-1162) DNA binding; inhibition, % at 9 µM;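 active = highest replicate inhibition at or above 60% at 9 µM, even if other replicates fall short; inactive = all replicates below 60% inhibition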;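 also: 0% = neutral control wells and 100% = 4 µM acridine orange control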
HTR5A ag ctr: HTR5A agonists in luminescence cell assay, primary screen, counter-screen for OPRM1-OPRD1 heterodimer agonist project, full-deck HTS. activation, % at 9.3 µM. actives 0.61% (n = 340,000). 5-hydroxytryptamine receptor 5A (Homo sapiens), P47898. cell-based; in the data active = activation mostly above about 9.5%, no sharp cut-off; inactive = mostly below about 7.6%;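 also: 0% = cells with vehicle only and 100% = reference agonist; strong numbers were not always called active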
Target sequence (P47898 whole entry, looked up): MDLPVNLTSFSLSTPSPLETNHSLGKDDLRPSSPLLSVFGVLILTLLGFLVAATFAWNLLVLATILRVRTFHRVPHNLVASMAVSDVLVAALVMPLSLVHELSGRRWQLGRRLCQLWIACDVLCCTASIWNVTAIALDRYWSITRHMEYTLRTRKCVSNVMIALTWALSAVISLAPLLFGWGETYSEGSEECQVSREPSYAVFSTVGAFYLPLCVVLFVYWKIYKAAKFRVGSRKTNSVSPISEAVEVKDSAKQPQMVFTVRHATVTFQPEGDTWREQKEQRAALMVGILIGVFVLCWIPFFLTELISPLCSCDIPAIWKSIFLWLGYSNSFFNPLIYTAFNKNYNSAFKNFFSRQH
OPRM1-OPRD1 ag: agonists of OPRM1-OPRD1 heterodimerization, primary screen, cell-based, luminescence; AID 504326, 2011; Mu-type opioid receptor (Homo sapiens) + Delta-type opioid receptor (Homo sapiens), …; activation, % at 9.3 µM; cells; actives 0.3% (n = 340,000); in the data active = activation above about 18%;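 also: 0% = vehicle-treated cells and 100% = reference agonist; values of inactives mirror those of a sister screen read the other way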
OPRM1-OPRD1 inv: inverse agonists of MOR-DOR heterodimerization, primary screen, cell-based, luminescence. Mu-type opioid receptor (Homo sapiens) + Delta-type opioid receptor (Homo sapiens), …. cell-based MOR-DOR heterodimer luminescence, inverse agonism. inhibition, % at 9.3 µM. actives 0.21% (n = 340,000). AID 504357, 2011; in the data active = inhibition above about 22%, passing the limit was not always enough;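 also: 0% = cells with DMSO and 100% = wells without cells with DMSO; values of inactives mirror those of a sister screen read the other way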
HTR5A inv ag: HTR5A inverse agonists in luminescence cell assay, primary screen, counter-screen for OPRM1-OPRD1 heterodimer inverse agonist project, full-deck HTS; actives 0.083% (n = 340,000); AID 504634, 2011; 5-hydroxytryptamine receptor 5A (Homo sapiens), P47898; HTR5A cell line, inverse agonism; inhibition, % at 9.3 µM; in the data active = inhibition mostly above about 23%, no sharp cut-off; inactive = mostly below about 18%;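 also: 0% = cells with DMSO and 100% = no-cell wells with DMSO; some compounds called inactive have numbers as strong as hits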
Cardiac RTF inh: cardiac RTF calcium sensitivity inhibitors, primary screen, biochemical, IANBD-TnC fluorescence, EC70 calcium; Troponin I, cardiac muscle (Homo sapiens) + Troponin T, cardiac muscle (Homo sapiens) + …; IANBD-labeled cardiac RTF, Ca2+ fluorescence; inhibition, % at 7.15 µM; actives 0.12% (n = 340,000); AID 493244, 2011;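 active = inhibition above the mean inhibition of all tested compounds plus 3 SD, cut at about 17% in these data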;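 also: assay run at fixed EC70 calcium of 1.6 mM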
Keap1 Nrf2 FP: Keap1-Nrf2 protein-protein interaction inhibitors, primary screen, biochemical, fluorescence polarization, single point. Kelch-like ECH-associated protein 1 (Homo sapiens), Q14145. Keap1 Kelch-Nrf2 peptide fluorescence polarization, 1536-well. inhibition, % at 9.4 µM. actives 0.15% (n = 340,000); in the data active = inhibition above about 12%;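 also: human Keap1 Kelch domain with fluorescein labeled Nrf2 9mer peptide probe; 0% = neutral control wells and 100% = peptide positive control; higher means more block of Keap1 binding to Nrf2 peptide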
Target sequence (Q14145 whole entry, looked up, the tested form may be a part): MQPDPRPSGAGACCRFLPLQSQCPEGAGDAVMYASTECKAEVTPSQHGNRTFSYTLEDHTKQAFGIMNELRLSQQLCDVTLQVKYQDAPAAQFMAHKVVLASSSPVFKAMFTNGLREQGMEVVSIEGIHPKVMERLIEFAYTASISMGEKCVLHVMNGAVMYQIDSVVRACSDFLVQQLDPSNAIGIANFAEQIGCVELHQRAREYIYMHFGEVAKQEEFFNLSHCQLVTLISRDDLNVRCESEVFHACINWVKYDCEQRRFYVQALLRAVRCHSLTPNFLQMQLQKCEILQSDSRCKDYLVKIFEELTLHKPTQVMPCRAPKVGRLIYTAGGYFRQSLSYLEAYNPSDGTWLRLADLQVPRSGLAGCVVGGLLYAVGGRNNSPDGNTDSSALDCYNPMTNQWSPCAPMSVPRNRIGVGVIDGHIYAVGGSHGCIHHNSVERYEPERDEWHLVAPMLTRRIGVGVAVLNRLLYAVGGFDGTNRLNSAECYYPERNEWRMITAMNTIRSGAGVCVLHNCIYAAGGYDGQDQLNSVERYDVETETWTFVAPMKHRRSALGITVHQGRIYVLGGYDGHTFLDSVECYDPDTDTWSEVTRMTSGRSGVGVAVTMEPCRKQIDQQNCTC
CAL-PDZ inh HTS: untagged CAL PDZ binding inhibitors, primary screen, biochemical, fluorescence polarization, HTS; Golgi-associated PDZ and coiled-coil motif-containing protein (Homo sapiens), Q9HD26; purified CAL PDZ, TMR-peptide fluorescence polarization, 1 h; inhibition, % at 24.9 µM; actives 0.92% (n = 300,000); AID 602252, 2012;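 active = mean inhibition of at least 30% with at least half of replicates also reaching 30%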;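 also: 0% = DMSO neutral control and 100% = excess unlabeled competitor peptide PRC23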
* marks the source's active call; other numbers are inactive results; . = not tested or not shown.

SMILES	RTF Ca sens act	V-ATPase pHluor	C-LANA FP	HTR5A ag ctr	OPRM1-OPRD1 ag	OPRM1-OPRD1 inv	HTR5A inv ag	Cardiac RTF inh	Keap1 Nrf2 FP	CAL-PDZ inh HTS
O=C(CCSc1ccccc1)Nc1ccc(OCc2ccccc2)cc1	-2	2	0.9	3	2.4	-12	-8	-3	-1	-2
CC(NC(=O)Nc1ccc(Cl)cc1)C(c1cccs1)N1CCOCC1 (stereo not drawn)	5	-1	0.5	6	2.3	-13	-17	-7	-3	.
O=S(=O)(/N=S1\CC=CCN1S(=O)(=O)c1ccccc1)c1ccccc1 (stereo not drawn)	3	5	-1.7	8	-1.6	8	-31	-5	-47	-2
Cc1cc(C(=O)NC(C)c2ccccc2)c2cc(F)ccc2n1 (stereo not drawn)	-4	-2	0.1	-1	-2.5	13	14	0	0	-1
CCN(C(=O)/C=C/c1ccc2c(c1)OCO2)c1ccccc1	11	3	0.0	-4	-0.7	4	13	-6	-8	-2
Fc1cccc2sc(Nc3nc4cc5c(cc4s3)OCO5)nc12	2	0	-1.3	0	-0.4	2	1	-5	-5	1
Cc1ccccc1CSc1nn2c(=O)c(C)nnc2s1	-5	-3	1.7	-7	-4.0	19	18	-2	0	-4
CCOc1ccc(-n2c(SCC(=O)Nc3nccs3)nnc2-c2ccoc2C)cc1	-1	0	0.9	0	-3.1	16	20	5	-3	-3
CC(C)(C)c1ccc(C(=O)NC2CCN(Cc3ccccc3)CC2)cc1	3	-2	-4.9	-4	0.1	0	13	-3	-4	-4
Cc1cccc(/C=C2/SC(=O)N(Cc3ccccc3)C2=O)n1	16	0	2.0	1	1.8	-10	-20	-3	-3	23
O=C(N/N=C/c1ccc(Br)cc1)c1cc[n+]([O-])cc1	0	0	1.0	-2	0.2	-1	5	-2	-6	-5
COc1cc(OC)cc(C(=O)OCc2cc3ccccc3[nH]c2=O)c1	-8	-1	-0.5	2	1.8	-10	-25	1	-8	0
O=C(Cn1cccc1C(=O)c1ccccc1)NCc1cccnc1	-2	2	-1.5	5	-1.5	8	-14	-2	-6	-1
Cc1cccc(C)c1NC(=O)C(NC=O)c1ccc(N(C)C)cc1 (stereo not drawn)	1	2	0.9	3	0.9	-4	-7	-12	-4	5
O=C(O)/C=C/c1cn(-c2ccccc2)nc1-c1cccs1	1	-3	-3.3	-6	-2.9	15	-10	-10	0	-5
COC(=O)c1ccccc1NCCO	5	1	0.4	-2	-3.1	16	8	-9	-3	4
O=C(Oc1ccc(Br)cc1C(=O)/C=C/c1ccccc1F)c1ccco1	5	-1	1.6	-1	-0.2	1	19	-7	1	-5
COC(=O)Cc1c(C)c2ccc(O)c(CNCc3ccc(OC)c(OC)c3)c2oc1=O	3	-1	-0.2	4	-2.1	9	-16	-10	-6	0
Cc1ccc(NC(=O)COC(=O)Cc2csc(-c3ccc(Cl)cc3)n2)cc1C	-1	-6	0.9	5	0.2	-1	-11	5	-2	-3
Cc1cc(C)c(S(=O)(=O)/N=C2\C=C(NS(=O)(=O)c3ccccc3)C(=O)c3ccccc32)c(C)c1	3	1	1.5	9	-4.0	22	-23	-10	4	-6
O=C(Oc1ccc(Br)cc1)c1n[nH]c(=O)c2ccccc12	7	-2	0.1	1	-0.2	1	-3	-17	-2	2
Cc1cc2cc(CNC(=O)Cc3ccc([N+](=O)[O-])cc3)ccc2n1C	-1	2	2.2	-3	-1.7	9	10	-8	-3	-4
COC(=O)C1CCN(C(=O)COC(=O)C2CCN(S(=O)(=O)c3ccc(C)c(C)c3)CC2)CC1	-1	3	-0.4	1	-1.8	12	-12	-13	5	0
CCN(CC)C(=O)C1CCCN(C(=O)CCn2nnnc2CN2CCOCC2)C1 (stereo not drawn)	-4	4	-0.5	4	-2.5	14	-1	-5	2	1
O=C(c1cc2ccccc2oc1=O)N(Cc1ccco1)CC1CCCO1 (stereo not drawn)	-2	-2	-0.6	0	-3.6	19	-7	-8	-2	7
O=C(O)CCC(=O)NNC(=O)c1cccs1	-3	4	-0.4	-3	-1.2	6	16	-9	-2	-2
O=C1NC(=S)S/C1=C\c1coc2ccc(O)cc2c1=O	3	0	-0.6	5	-2.6	14	13	-9	-2	-6
CN(Cc1nc2c(s1)CCCC2)C(=O)CCc1nnc(-c2ccc3c(c2)OCO3)o1	0	0	1.1	-6	-2.0	11	14	-2	-2	-2
COc1ccc(NC(=O)CSc2nnnn2C)cc1	3	1	0.3	2	-0.5	3	-2	-4	-7	-6
C(=NN1CCCCCC1)c1ccc2ccccc2n1	0	-3	-2.2	9	1.2	-5	-34	-5	-3	-3

Continued; the last 2 above are carried over.
SMILES	RTF Ca sens act	V-ATPase pHluor	C-LANA FP	HTR5A ag ctr	OPRM1-OPRD1 ag	OPRM1-OPRD1 inv	HTR5A inv ag	Cardiac RTF inh	Keap1 Nrf2 FP	CAL-PDZ inh HTS
COc1ccc(NC(=O)CSc2nnnn2C)cc1	3	1	0.3	2	-0.5	3	-2	-4	-7	-6
C(=NN1CCCCCC1)c1ccc2ccccc2n1	0	-3	-2.2	9	1.2	-5	-34	-5	-3	-3
CCN1CCN(c2ccc(S(=O)(=O)N3CCCCC3)cc2NC(=O)COc2ccccc2)CC1	-8	-2	-0.2	-4	-3.2	17	-9	1	-2	-7
CCn1nc(NS(=O)(=O)c2ccc(NC(C)=O)cc2)c2cc3ccc(C)cc3nc21	3	0	0.3	-5	-1.5	7	-1	-1	-3	5
CCC(NC(=O)c1ccccc1NC(=O)c1ccc(OC)cc1)C(=O)N1CCCC1 (stereo not drawn)	-6	1	0.6	0	-2.2	15	-1	-8	-2	0
COc1ccc(S(=O)(=O)NC(C)C(=O)NCC2CCCO2)cc1OC (stereo not drawn)	2	0	-2.1	-2	-2.3	12	5	-2	-8	-1
Cc1[nH]nc(-c2ccc(OCc3cnn(-c4ccccc4)c3)cc2O)c1Oc1ccc(Cl)cc1	1	-4	0.2	-1	1.6	-9	3	1	0	.
Cc1ccc(C(=O)NCCN2C3=NC[C@H](C(C)C)N3C[C@H]2Cc2ccc(O)cc2)cc1Br	-1	0	0.9	-2	1.1	-6	-40	-6	-3	-5
COc1ccc(S(=O)(=O)N2CCCOC2CNC(=O)C(=O)NCc2ccco2)cc1 (stereo not drawn)	8	3	1.5	-3	-2.0	9	8	-1	-4	14
CC[C@@]12C(=O)N(c3cccc(C)c3)C(=O)N1[C@H](c1ccc(Br)cc1)[C@@H]1C(=O)N(C(C)(C)C)C(=O)[C@@H]12	-1	-3	-1.3	-5	1.1	-6	13	-12	-5	0
COCCNC(=O)c1cccc(OC2CCN(Cc3ccc(C(=O)OC)cc3)CC2)c1	1	-2	-1.1	8	0.1	0	-21	-8	-1	-4
COc1ccc(-n2c(=O)[nH]c3c(C(N)=O)nc(C4CCCCC4)nc32)cc1	0	-5	0.9	-5	0.5	-3	-14	8	3	0
CC(C)(C)c1cc(C(=O)NCCN2CCCC2)cc(C(C)(C)C)c1	-2	.	0.9	3	0.3	-2	20	-20	-5	-9
O=C(CCc1c[nH]c2ccccc12)OCc1cccc([N+](=O)[O-])c1	-7	-3	-1.0	-1	1.0	-7	-17	-26	-2	-2
Cc1cc(C)n(-c2nc(NCc3cccnc3)c3c4c(sc3n2)COC(C)(C)C4)n1	-1	-5	-1.0	5	-1.5	6	-4	0	-1	.
O=C(Nc1ccccc1N1CCOCC1)c1ccc([N+](=O)[O-])o1	-2	25*	-1.8	5	6.7	-36	-20	-5	3	-2
CCOc1cc(/C=C/c2ccc3cccc([N+](=O)[O-])c3n2)ccc1O	1	1	-0.5	7	-1.4	6	-3	6	-9	-7
COc1cc([N+](=O)[O-])ccc1NC(=O)CC(C)C	-6	3	-1.2	6	-3.7	19	-15	6	0	-8
N#CCc1ccc(Oc2ccc([N+](=O)[O-])cn2)cc1	-3	-2	-0.5	3	-1.4	7	-29	-7	-5	-4
CN(C)c1ccc(C=C2SC(=S)NC2=O)cc1	28	0	-2.8	-4	-4.7	23	16	-48	-11	0
CCOC(=O)c1nn(-c2ccc(C)c(C)c2)cc1O	14	-2	-1.4	-1	2.5	-13	-18	-13	-8	.
COCCCn1nnnc1SCC(=O)N1c2ccccc2CC1C (stereo not drawn)	1	1	0.8	1	-0.3	2	-2	-4	-6	6
Cc1ccc(N2CC(C(=O)Nc3ccc(S(=O)(=O)Nc4nccc(C)n4)cc3)CC2=O)cc1 (stereo not drawn)	9	2	0.0	-1	-3.9	20	3	4	0	2

By substructure: the entries above containing two or more sulfur atoms (7)
SMILES	RTF Ca sens act	V-ATPase pHluor	C-LANA FP	HTR5A ag ctr	OPRM1-OPRD1 ag	OPRM1-OPRD1 inv	HTR5A inv ag	Cardiac RTF inh	Keap1 Nrf2 FP	CAL-PDZ inh HTS
O=S(=O)(/N=S1\CC=CCN1S(=O)(=O)c1ccccc1)c1ccccc1 (stereo not drawn)	3	5	-1.7	8	-1.6	8	-31	-5	-47	-2
Fc1cccc2sc(Nc3nc4cc5c(cc4s3)OCO5)nc12	2	0	-1.3	0	-0.4	2	1	-5	-5	1
Cc1ccccc1CSc1nn2c(=O)c(C)nnc2s1	-5	-3	1.7	-7	-4.0	19	18	-2	0	-4
CCOc1ccc(-n2c(SCC(=O)Nc3nccs3)nnc2-c2ccoc2C)cc1	-1	0	0.9	0	-3.1	16	20	5	-3	-3
Cc1cc(C)c(S(=O)(=O)/N=C2\C=C(NS(=O)(=O)c3ccccc3)C(=O)c3ccccc32)c(C)c1	3	1	1.5	9	-4.0	22	-23	-10	4	-6
O=C1NC(=S)S/C1=C\c1coc2ccc(O)cc2c1=O	3	0	-0.6	5	-2.6	14	13	-9	-2	-6
CN(C)c1ccc(C=C2SC(=S)NC2=O)cc1	28	0	-2.8	-4	-4.7	23	16	-48	-11	0

Rows were taken by chance; any-hit rate near 2.8%.
